DTT redox prof: compounds producing H2O2 with reducing agent – biochemical, NIH compound library profiling, artefact control for MLSCN library redox annotation, primary screen | DTT-dependent redox cycling H2O2, phenol red/HRP absorbance; 100% = 100 µM peroxide control, 0% = buffer | activation, % at 10 µM | 200,000 compounds, 0.03% hits | AID 878, 2007;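 active = activation of at least 50% relative to the plate's high and low controls in the primary single-dose screen; inactive = activation below 50%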;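 also: compound incubated with DTT at 0.8 mM final as the reducing agent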
bIAP activator: bovine intestinal alkaline phosphatase activators, primary screen, biochemical, bovine IAP, CDP-star luminescence | activation factor at 20 µM | AID 1016, 2008 | 200,000 compounds, 0.17% hits | alkaline phosphatase, intestinal [Bos taurus] | purified bovine IAP, 30 min; stronger effect = higher value; fold of DMSO-control signal, blank-subtracted;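 active = activation factor of 2 or more at 20 µM, a signal rise over negative controls twice the positive control's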
PPARg SRC-3 ag: PPARgamma agonists recruiting SRC-3 coactivator, primary screen, biochemical; biochemical PPARgamma/SRC-3 coactivator recruitment assay; activation, % at 8 µM; 200,000 compounds, 0.26% hits; AID 731, 2007; in the data active = activation above about 23%;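 also: 0% = DMSO and 100% = reference agonist; some compounds past the cut are filed as inactive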
TLR4-MyD88 BLA: inhibitors of TLR4-MyD88 association in cells, primary screen, cell-based, HeLa CL3-4, BLA complementation, FRET ratio | 200,000 compounds, 0.18% hits | HeLa CL3-4 TLR4/MyD88 BLA complementation | inhibition, % at 8.4 µM; in the data active = inhibition above about 25%;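 also: 0% = vehicle and 100% = reference inhibitor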
Target sequence (O00206 whole entry, looked up): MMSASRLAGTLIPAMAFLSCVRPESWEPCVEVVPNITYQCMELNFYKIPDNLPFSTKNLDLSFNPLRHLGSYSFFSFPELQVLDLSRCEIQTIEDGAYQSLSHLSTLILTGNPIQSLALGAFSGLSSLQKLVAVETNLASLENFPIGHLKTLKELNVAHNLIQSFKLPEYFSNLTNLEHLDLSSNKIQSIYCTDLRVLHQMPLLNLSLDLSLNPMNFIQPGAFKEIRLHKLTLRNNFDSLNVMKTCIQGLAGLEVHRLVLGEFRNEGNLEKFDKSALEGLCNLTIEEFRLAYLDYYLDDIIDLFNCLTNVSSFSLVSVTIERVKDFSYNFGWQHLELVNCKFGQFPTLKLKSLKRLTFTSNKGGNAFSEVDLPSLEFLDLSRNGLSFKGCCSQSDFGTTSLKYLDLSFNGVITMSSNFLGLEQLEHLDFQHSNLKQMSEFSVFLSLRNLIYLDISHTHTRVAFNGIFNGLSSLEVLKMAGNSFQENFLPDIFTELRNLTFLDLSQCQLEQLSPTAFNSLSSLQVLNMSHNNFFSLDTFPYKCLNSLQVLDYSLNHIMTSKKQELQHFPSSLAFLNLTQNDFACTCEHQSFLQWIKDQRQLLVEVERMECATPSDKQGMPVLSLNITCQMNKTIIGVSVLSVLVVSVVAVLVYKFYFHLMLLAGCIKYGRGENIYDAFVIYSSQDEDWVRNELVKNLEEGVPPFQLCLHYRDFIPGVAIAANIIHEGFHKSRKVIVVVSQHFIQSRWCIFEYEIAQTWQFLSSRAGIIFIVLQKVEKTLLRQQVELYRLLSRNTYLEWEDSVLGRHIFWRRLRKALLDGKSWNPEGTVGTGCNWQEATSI
Target sequence (Q99836 whole entry, looked up): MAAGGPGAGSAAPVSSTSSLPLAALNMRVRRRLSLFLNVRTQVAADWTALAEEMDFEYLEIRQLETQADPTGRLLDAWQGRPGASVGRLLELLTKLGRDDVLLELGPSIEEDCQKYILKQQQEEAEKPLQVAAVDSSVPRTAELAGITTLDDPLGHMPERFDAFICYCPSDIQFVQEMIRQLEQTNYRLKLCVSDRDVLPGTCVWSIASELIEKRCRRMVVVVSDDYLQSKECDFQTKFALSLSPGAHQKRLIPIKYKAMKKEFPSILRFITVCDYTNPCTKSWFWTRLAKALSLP
bIAP inh: bovine intestinal alkaline phosphatase inhibitors, primary screen, selectivity assay for TNAP inhibitor project, biochemical, bovine IAP, CDP-star luminescence. purified bovine IAP, 30 min. AID 1019, 2008. alkaline phosphatase, intestinal [Bos taurus]. 190,000 tested, under 10 active. inhibition, % at 20 µM;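 active = over 50% inhibition of intestinal alkaline phosphatase at 20 µM in the single-dose screen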
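Assay system – bovine IAP enzyme · Quantity – bovine IAP at 1/65,000,000 final dilution · Detection – CDP-star luminescence signal · Times – 30 min reaction at room temperature · Also added – CDP-star substrate at 30 µM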
L major viab: Leishmania major promastigote growth inhibition, primary screen | Leishmania major promastigotes, resazurin fluorescence viability | inhibition, % at 10 µM | 200,000 compounds, 9% hits | AID 1063, 2008; in the data active = inhibition above about 50%;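 also: promastigotes grown with compound for 44 hours at 28 °C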
ROMK primary: ROMK potassium channel modulators, primary screen, cell-based, thallium flux, MLSMR library | ATP-sensitive inward rectifier potassium channel 1 (Homo sapiens), P48048 | B-score at 10 µM | AID 1918, 2009 | Tet-inducible ROMK, thallium flux fluorescence; actives lie on both sides | 130,000 compounds, 2% hits;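 active = signal ratio slope over the read window, or its plate-corrected B-score, at least 3 SD from the plate mean, either direction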;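 also: B-score of the F/F0 ratio slope over 7 to 12 s after thallium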
SRC2 TRFRET art: TR-FRET signal artefacts, primary screen, artefact control for PPARgamma SRC-2 agonist project, biochemical; 200,000 compounds, 0.4% hits; AID 1049, 2008; TR-FRET artefact counter-screen; stronger effect = higher value; TR-FRET ratio at 8 µM; in the data active = TR-FRET ratio above about 2000; also: inactives centre near 1500
S1P3 antagonist: S1P3 receptor antagonists, primary screen, cell-based | Sphingosine 1-phosphate receptor 3 (Homo sapiens), Q99500 | CHO S1P3 NFAT-BLA reporter, FRET fluorescence, antagonist mode | inhibition, % at 4.98 µM | 170,000 compounds, 0.27% hits;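 active = inhibition above the plate cutoff, the mean inhibition of test wells on that plate plus 3 SD, cut at about 28% in these data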;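 also: cells challenged with S1P at its EC80 of 0.8 µM; blue over green emission ratio from cleaved BLA substrate after 4 h stimulation; 0% = S1P-stimulated wells and 100% = unstimulated DMSO-only wells; some compounds past the cut are filed as inactive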
PPARg SRC-2 ag: agonists of PPARg-SRC-2 recruitment, primary screen, biochemical, HTS; 200,000 compounds, 0.34% hits; activation, % at 8 µM; PPARgamma LBD-SRC-2 recruitment; Peroxisome proliferator-activated receptor gamma (Homo sapiens), P37231; in the data active = activation above about 22%;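 also: 0% = vehicle and 100% = reference agonist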
PPARg SRC-1 ag: PPARgamma agonists recruiting SRC-1 coactivator, primary screen, biochemical; Peroxisome proliferator-activated receptor gamma (Homo sapiens), P37231; PPARgamma-SRC-1 coactivator recruitment biochemical assay; activation, % at 8 µM; 200,000 compounds, 0.41% hits; in the data active = activation above about 19%;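 also: 0% = DMSO and 100% = reference agonist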
* marks the source's active call; other numbers are inactive results; nt = no result given. An unsorted share of the library. About 11% of those tested had a hit in this group.

SMILES	DTT redox prof	bIAP activator	PPARg SRC-3 ag	TLR4-MyD88 BLA	bIAP inh	L major viab	ROMK primary	SRC2 TRFRET art	S1P3 antagonist	PPARg SRC-2 ag	PPARg SRC-1 ag
Cc1ccc(NC(=S)NC(=O)c2sc3ccccc3c2Cl)c(C(=O)O)c1	-0.1	0.9	8	-5	6	0	4.5*	1743	-1	13	9
CN(Cc1ccccc1)S(=O)(=O)c1ccc(NC(=S)NC(=O)C2CCCCC2)cc1	0.2	1.2	7	-18	-24	17	nt	1614	2	-2	3
Cc1ccc(OCC(=O)NNC(=O)c2ccoc2C)c(Br)c1	0.2	1	0	-14	0	72*	-0.13	1461	-12	-6	3
C/C(=N/NC(=O)Nc1ccccc1)c1ccc(C)cc1	1.2	1	-4	-10	-2	51*	0.18	1409	-12	-11	4
CCC(=O)N1CCN(c2ccccc2NC(=O)Cc2ccccc2)CC1	2.3	1.1	-1	-6	-8	18	nt	1501	-16	-2	-3
CC(=O)c1c(C)[nH]c(C2=NNC(=NCc3ccccc3)SC2)c1C	0.1	0.9	1	-3	9	2	-0.67	1449	-3	-11	2
O=C1C=C(OCc2ccccc2)CN1	2.4	1	2	5	5	-7	nt	1550	-17	-5	-2
CC(=O)N1CCc2c(sc3c2c(=O)n(-c2ccccc2)c(=O)n3Cc2ccccc2Cl)C1	-0.2	1	7	-13	0	98*	nt	1522	10	-2	3
CC(=O)Nc1ccc(NC(=O)C(C)N2CCN(S(=O)(=O)c3ccc(C)cc3)CC2)cc1 (stereo not drawn)	-0.7	1	1	2	-2	-4	0.95	1419	-10	1	-7
CCN(CC(=O)Nc1ccc(NC(C)=O)cc1)C(=O)c1n[nH]c(=O)c2ccccc12	-1.9	1.1	0	-4	-10	0	-0.35	1520	-4	-1	0
S=c1[nH]nc(Nc2ccccc2Cl)s1	-1.2	0.9	10	2	5	0	0.15	1618	0	8	9
CC(Nc1cc(=O)n(C)c(=O)n1C)c1ccccc1 (stereo not drawn)	-2.2	0.9	-3	-5	9	-8	nt	1583	-26	0	-2
N#C/C(=C\c1ccc(O)c([N+](=O)[O-])c1)C(=O)NCc1ccccc1	-1.4	0.9	-3	-1	7	8	1.6	1520	-7	2	-4
O=C(CCSCc1ccccc1Cl)N1CCN(c2ccccn2)CC1	1.6	1	6	9	2	4	nt	1305	nt	-10	0
Cc1ccc(C2=NNC(c3cccc(F)c3)S2)cc1 (stereo not drawn)	-0.1	1	-4	0	4	1	0.99	1610	1	-7	-3
O=C(CN1CCN(c2ccccc2)CC1)Nc1ccc2c(c1)OCCO2	-2.3	1	2	2	-1	-17	0.67	1851	8	3	-2
COC(=O)C1CC(O)CN1C(=O)c1ccco1 (stereo not drawn)	1.8	0.8	-10	-8	16	-4	nt	1498	nt	6	4
CCCC(C)NC(=O)c1c2c(nc3ccccc13)CCC2 (stereo not drawn)	-1.3	1.1	5	-5	-6	-1	-0.047	1627	-1	12	6
CC1(C)CC(=O)C(C(c2ccncc2)C2C(=O)CC(C)(C)CC2=O)C(=O)C1	0.2	0.9	-3	-15	9	-2	0.0076	1530	-64	-1	5
COc1ccc(OC)c2c1sc(=NC(=O)C(C)C)n2C	-0.9	1	2	-5	0	15	nt	1463	-26	6	-5
CN(c1ccccc1)S(=O)(=O)c1ccc(Cl)c(C(=O)OCC(=O)N2CCOCC2)c1	-1.1	1	-2	-6	0	1	0.58	1361	-13	2	-8
Cc1ccccc1-c1noc(C23CC4CC(CC(C4)C2)C3)n1	-0.3	0.8	5	-5	15	-2	nt	1306	nt	5	4
Cc1noc(C)c1Cc1ccc(O)cc1	1.0	0.8	3	3	19	-5	nt	1620	nt	7	6
COc1ccc(CCn2nnnc2C(CC(C)C)N2CCN(c3ncccn3)CC2)cc1OC (stereo not drawn)	-0.2	1	-4	-4	3	0	-0.41	1387	13	4	0
O=C(/C=C/c1cccc([N+](=O)[O-])c1)Nc1cc(C(=O)O)cc(C(=O)O)c1	-0.2	1.1	5	-16	-6	-5	1.4	1531	2	8	3
O=C(O)COc1ccc(S(=O)(=O)NCCc2ccccc2)cc1	-0.5	0.9	14	-1	10	-5	nt	1539	-28	3	4
O=c1[nH]c2ccc(S(=O)(=O)N3CCCCC3)cc2[nH]c1=O	0.6	1.1	-3	14	-6	-10	1.3	1316	nt	7	2
CO/N=C/CC(=O)c1cnc(-c2ccc(Cl)cc2)s1	-0.9	1.1	3	10	-8	12	0.013	1269	-12	-5	3
CC(NC(=O)CCN1C(=O)c2ccccc2C1=O)c1ccc2c(c1)CCCC2 (stereo not drawn)	-0.8	1	2	3	2	-3	-0.66	1637	2	15	6
O=C(C1CCC(CNS(=O)(=O)c2cccs2)CC1)N1CCCCC1 (stereo not drawn)	0.2	1.1	0	-12	-10	-1	-0.52	1313	nt	-2	-3
COc1ccc(-c2nc3ccccc3c(=O)n2CCOc2ccc(C)cc2C)cc1	3.2	1	-1	-3	-2	13	nt	1582	-15	3	3
CC(CCc1ccccc1)NC(=O)CCNC(=O)Cn1ccc2ccccc2c1=O (stereo not drawn)	-2.2	1	0	7	-2	-5	-0.056	1548	2	-9	6
O=S(=O)(c1cc(Cl)cc(Cl)c1)N1CCCC1c1nc2ccccc2s1 (stereo not drawn)	-2.0	0.9	0	2	12	-4	nt	1637	nt	5	8
CCN1CCN(Cc2nc(N)nc(Nc3ccc(C)c(C)c3)n2)CC1	2.6	1.1	7	3	-6	4	0.22	1453	-68	0	1
CNC(=O)c1ccc(N(Cc2ccccc2C)S(C)(=O)=O)cc1	-0.1	1.1	0	-12	-9	-6	nt	1383	-6	0	3
O=c1c(Cl)c(N2CCN(c3ccc(F)cc3)CC2)cnn1C12CC3CC(CC(C3)C1)C2	-0.2	0.9	3	3	8	62*	nt	1529	-12	0	12
COc1cc2c(cc1OC)CN(C(=O)c1ccc(S(=O)(=O)N(C)c3ccccc3)cc1)CC2	-1.0	1.1	-1	-11	-11	99*	-1.4	1383	1	2	-2
CS(=O)(=O)Nc1cccc(C2=NN(S(C)(=O)=O)C(c3ccc4c(c3)OCO4)C2)c1 (stereo not drawn)	-0.1	1	1	-6	-2	0	0.21	1491	-4	-2	4
O=C(/C=C/c1ccccc1)NCCOc1ccccc1	0.1	1	3	-11	-2	-4	0.51	1517	-2	0	-1
C/C(=N\NS(=O)(=O)c1ccc(Cl)cc1)c1ccc(NC(=O)c2ccco2)cc1	-0.4	0.8	8	-3	18	6	1.4	1560	17	5	11

Six successive records out of the list so far, for reference:
SMILES	DTT redox prof	bIAP activator	PPARg SRC-3 ag	TLR4-MyD88 BLA	bIAP inh	L major viab	ROMK primary	SRC2 TRFRET art	S1P3 antagonist	PPARg SRC-2 ag	PPARg SRC-1 ag
CNC(=O)c1ccc(N(Cc2ccccc2C)S(C)(=O)=O)cc1	-0.1	1.1	0	-12	-9	-6	nt	1383	-6	0	3
O=c1c(Cl)c(N2CCN(c3ccc(F)cc3)CC2)cnn1C12CC3CC(CC(C3)C1)C2	-0.2	0.9	3	3	8	62*	nt	1529	-12	0	12
COc1cc2c(cc1OC)CN(C(=O)c1ccc(S(=O)(=O)N(C)c3ccccc3)cc1)CC2	-1.0	1.1	-1	-11	-11	99*	-1.4	1383	1	2	-2
CS(=O)(=O)Nc1cccc(C2=NN(S(C)(=O)=O)C(c3ccc4c(c3)OCO4)C2)c1 (stereo not drawn)	-0.1	1	1	-6	-2	0	0.21	1491	-4	-2	4
O=C(/C=C/c1ccccc1)NCCOc1ccccc1	0.1	1	3	-11	-2	-4	0.51	1517	-2	0	-1
C/C(=N\NS(=O)(=O)c1ccc(Cl)cc1)c1ccc(NC(=O)c2ccco2)cc1	-0.4	0.8	8	-3	18	6	1.4	1560	17	5	11

(cont.)
SMILES	DTT redox prof	bIAP activator	PPARg SRC-3 ag	TLR4-MyD88 BLA	bIAP inh	L major viab	ROMK primary	SRC2 TRFRET art	S1P3 antagonist	PPARg SRC-2 ag	PPARg SRC-1 ag
COc1cc(NC(=O)COC(=O)C2CC2)c(C)cc1[N+](=O)[O-]	-0.4	0.9	2	-8	6	-5	0.053	1384	-5	-4	-3
O=C1NC(=S)N/C1=C/c1cccn1-c1ccc([N+](=O)[O-])cc1	0.2	1	4	2	-4	21	0.0066	1488	-7	-3	5
O=C(CN1C(=O)COc2ccccc21)NCCCN1CCN(Cc2ccccc2)CC1	0.8	1.1	-9	-2	-5	3	0.31	1618	7	10	-2
O=C(NC1CCCC1)c1ccc(COCC(F)(F)F)o1	2.6	0.9	6	4	10	-1	-0.2	1419	-10	1	0
COCCCNC(=O)C(C#N)c1nc2ccccc2nc1N1CCN(Cc2ccccc2)CC1 (stereo not drawn)	-0.5	0.7	-4	-6	32	42	-2.4	1486	nt	8	-4
CCC(c1nnnn1Cc1ccco1)N(CCc1ccccc1)Cc1cc2cccc(C)c2[nH]c1=O (stereo not drawn)	1.6	1	7	10	4	40	nt	1570	14	11	4
CCOc1nc(Nc2cc(Cl)ccc2OC)nc(OCC)n1	2.2	0.9	0	-2	6	2	0.61	1559	nt	-1	3
Cc1ncn(C23CC4CC(CC(O)(C4)C2)C3)n1	-0.6	0.9	0	9	7	-6	0.08	1759	-2	2	-1
O=C(NC(=S)Nc1ccc(N2CCOCC2)cc1)c1ccc2c(c1)OCCO2	-0.3	1.2	-4	-10	-20	2	-0.013	1380	-11	-7	-6
COc1cc(/C=N/Nc2nc(C)nc3c2cnn3-c2ccccc2)ccc1O	0.0	1	0	8	2	23	-0.16	1519	4	3	3
Cc1ccc(-n2c(N)c(C(=O)Nc3c(C)n(C)n(-c4ccccc4)c3=O)c3nc4ccccc4nc32)cc1	0.3	0.8	3	4	17	60*	nt	1634	-11	-2	3
CC(C)CCOc1ccc(Cl)cc1CN1CCOCC1	-0.7	1	-9	11	-4	89*	-0.11	1432	nt	3	-3
CC12CN3CC(C)(CN(C1)C3c1cc(Br)ccc1O)C2=O (stereo not drawn)	-0.2	1	-1	18	4	-1	nt	1482	-16	7	10
COc1ccc(OC)c(CNC(=O)CCNC(=O)Cn2ccc3ccccc3c2=O)c1	-0.4	1.1	12	19	-9	-4	-0.3	1489	-20	4	1
COc1ccnc(CSC(N)=Nc2ccccc2OC)c1	1.9	1	9	9	-4	-3	0.41	1383	nt	4	-2
CN(C)P(=NC(=O)COc1ccc(Cl)cc1Cl)(N(C)C)N(C)C	0.1	1	6	9	-3	7	0.53	1659	18	9	15
CCOC(=O)N1CCN(Cc2nc3c(c(=O)[nH]c(=O)n3C)n2CCCc2ccccc2)CC1	3.0	1.1	-6	-1	-9	-8	1.1	1307	-28	-4	2
